EPAC1 ag: activates human EPAC1 exchange factor. Potency, µM (doses to about 154 µM), for inactives: at the top dose activation, most hits filed as activators. EPAC1 agonist qHTS, biochemical assay; response scale: 100% = response to 6.5 mM cAMP. AID 720707. 360,000 tested, 0.073% active; note: potency is the fitted concentration of half-maximal effect; nearly all actives have a fitted effect of over 60% in size
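EPAC1 100 nM, Rap1B–BODIPY-GDP 250 nM, unlabeled GDP 50 uM; compound titration; 5 min RT; kinetic read ex480/em540 at 5-min intervals ×30 min; data normalized to 6.5 mM cAMP agonist control.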
IL2 activator: activators of IL-2 | 360,000 tested, 0.065% active | IL-2 activation reporter assay, cell-based qHTS; stimulated with anti-CD3/CD4/CD28 beads; in transgenic mouse T cells | activation, % (series mostly up to about 46 µM); in the data active = activation above about 50%; inconclusive = mostly about 30% to 49%; note: 0% is about no effect
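Unstimulated transgenic mouse T cells preincubated 60 min with compound, then stimulated with anti-CD3/anti-CD4-coated beads plus anti-CD28 for 18 h at 37 degrees C. IL-2 response read as EGFP and DsRed fluorescence by plate cytometry.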
Abeta rescue: compounds reversing amyloid beta toxicity in yeast. AID 1347071. yeast expressing A-beta42, growth rescue, OD600, 48 h; response scale: 0% DMSO, 100% iron-clioquinol control. Potency, µM (highest dose often 46.1 µM), inactives show top-dose growth rescue, actives largely listed as activators. 410,000 tested, 0.063% active; note: potency is the fitted concentration of half-maximal effect; nearly all actives have a fitted effect of over 55% in size
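Yeast growth medium received pinned compounds, then yeast cells expressing toxic A-beta were added; plates incubated at 30 C for 48 hr. Growth read as absorbance at 600 nm, normalized to DMSO and equimolar FeCl3 plus clioquinol controls.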
PI5P4Ka inh: inhibitors of human PI5P4K alpha | P48426 | PI5P4Kalpha enzyme, ADP-Glo luminescence, 60 min; hits give low values | max response, % | 330,000 tested, 1.2% active; active = max response of -50% or lower; inconclusive = between -30% and -50%; inactive = -30% or higher; note: value at the top dose of about 77 µM; % is set by controls: 0 for no effect and ±100 for the full control effect
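ADP-Glo luminescence end-point read after a 60 min room-temperature kinase reaction of PI5P4Kalpha plus substrate, initiated with ATP at 5 microM final. Buffer: 0.038 M HEPES pH 7.4, EGTA, 0.1% CHAPS, 5% DMSO.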
WRN helicase inh: blocks human WRN helicase. Q14191. Potency, µM (top dose mostly 114 µM), without a hit: top-dose activity change, negative = inhibition, most hits filed as inhibitors. WRN helicase unwinding, fluorescent forked duplex, kinetic. 360,000 tested, 0.46% active; note: potency is the fitted concentration of half-maximal effect; % is set by controls: 0 for no effect and ±100 for the full control effect; nearly all actives have a fitted effect of over 55% in size
Target sequence (Q14191 whole entry, looked up): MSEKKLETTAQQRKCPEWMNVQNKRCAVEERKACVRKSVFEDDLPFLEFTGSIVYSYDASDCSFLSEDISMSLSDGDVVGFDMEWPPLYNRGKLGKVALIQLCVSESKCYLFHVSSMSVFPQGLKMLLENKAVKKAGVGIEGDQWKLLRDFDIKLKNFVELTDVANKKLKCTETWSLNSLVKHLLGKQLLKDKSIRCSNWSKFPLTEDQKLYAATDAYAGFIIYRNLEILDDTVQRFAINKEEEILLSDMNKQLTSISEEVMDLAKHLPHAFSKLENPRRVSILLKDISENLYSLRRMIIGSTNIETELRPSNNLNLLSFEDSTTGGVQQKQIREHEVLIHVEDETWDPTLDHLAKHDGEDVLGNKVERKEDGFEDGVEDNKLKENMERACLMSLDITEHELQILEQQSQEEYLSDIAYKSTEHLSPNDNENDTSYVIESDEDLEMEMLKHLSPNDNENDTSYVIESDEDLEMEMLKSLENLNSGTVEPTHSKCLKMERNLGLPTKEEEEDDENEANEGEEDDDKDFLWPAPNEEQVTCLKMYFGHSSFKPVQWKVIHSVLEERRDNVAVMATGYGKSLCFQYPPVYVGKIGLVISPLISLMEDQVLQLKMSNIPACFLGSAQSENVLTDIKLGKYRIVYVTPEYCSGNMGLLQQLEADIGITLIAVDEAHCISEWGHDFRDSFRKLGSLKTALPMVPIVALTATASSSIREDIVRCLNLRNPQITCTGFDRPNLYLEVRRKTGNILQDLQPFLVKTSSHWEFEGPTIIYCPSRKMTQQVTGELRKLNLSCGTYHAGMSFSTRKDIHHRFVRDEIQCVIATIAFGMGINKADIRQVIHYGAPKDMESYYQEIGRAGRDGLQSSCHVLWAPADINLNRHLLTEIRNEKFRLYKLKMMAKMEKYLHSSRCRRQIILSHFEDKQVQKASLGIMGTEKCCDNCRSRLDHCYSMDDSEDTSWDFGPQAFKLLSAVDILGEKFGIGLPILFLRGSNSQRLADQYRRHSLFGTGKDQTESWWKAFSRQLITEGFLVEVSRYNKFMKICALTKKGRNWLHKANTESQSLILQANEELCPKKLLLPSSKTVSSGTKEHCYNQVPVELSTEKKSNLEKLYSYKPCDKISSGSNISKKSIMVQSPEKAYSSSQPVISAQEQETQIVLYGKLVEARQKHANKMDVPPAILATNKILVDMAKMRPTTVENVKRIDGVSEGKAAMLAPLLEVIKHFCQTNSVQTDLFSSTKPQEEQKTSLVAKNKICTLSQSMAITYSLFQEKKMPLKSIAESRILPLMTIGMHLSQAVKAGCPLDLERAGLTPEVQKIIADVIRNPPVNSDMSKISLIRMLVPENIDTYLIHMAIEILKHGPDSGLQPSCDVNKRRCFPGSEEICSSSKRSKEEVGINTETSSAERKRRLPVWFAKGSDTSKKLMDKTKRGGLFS
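WRN at 20 nM final was preincubated with compound for 15 min at room temperature; reaction started with 100 nM forked duplex oligonucleotide carrying fluorophore and quencher plus 2 mM ATP (final). Unwinding followed kinetically by red fluorescence (ex 525/em 598 nm).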
PLK1 PBD inh: inhibitors of human PLK1 polo-box domain binding | Potency, µM, for the others: max response, negative = inhibition, usual class: inhibitors | 360,000 tested, 2.8% active | P53350 | Plk1 PBD binding of FITC phosphopeptide, fluorescence polarization; note: potency is the fitted concentration of half-maximal effect; series mostly up to about 57 µM; % is set by controls: 0 for no effect and ±100 for the full control effect; nearly all actives have a fitted effect of over 65% in size
EPAC1 antag: antagonists of human EPAC1. EPAC1 GEF assay, Rap1b-BODIPY-GDP exchange fluorescence. Potency, µM (highest dose often 115 µM), for inactives: at the highest dose activity change, negative = inhibition, actives largely listed as inhibitors. O95398. 360,000 tested, 0.14% active;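 note: potency is the fitted concentration of half-maximal effect; plate controls were vehicle for no effect and positive control for full effect; nearly all actives have a fitted effect of over 50% in size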
FUS suppressor: rescues growth of FUS-expressing yeast. 390,000 tested, 0.24% active. S. cerevisiae FUS-expressing, growth rescue, OD600, 24 h. Potency, µM (doses to about 76.6 µM), for the others: at the highest dose growth rescue (activation), usual class: activators;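 note: potency is the fitted concentration of half-maximal effect; plate controls were DMSO vehicle for no effect and reference control for full effect; nearly all actives have a fitted effect of over 55% in size; some results filed as inactive show a strong effect at the top dose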
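Steps: raffinose overnight preculture; dilution to OD 0.005 in 2% galactose minimal medium; compound addition (concentration series); 24hr at 30C, 99% humidity; absorbance read at 600 nm.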
Starred values were filed as active, the others as inactive; ? = inconclusive; . = no result given; & = joins results of further samples; [ ] = another dose, or the depositor's remark. Unless noted, calls come from the whole dose curve; as a rule, active = well fitted curve in the direction sought with a large enough effect; inconclusive = small, poorly fitted or top-dose-only effect, or another doubt; inactive = no such curve, though single readings can be large; an effect the other way counts as inactive or inconclusive.

Molecule	PLK1 PBD inh	IL2 activator	FUS suppressor	PI5P4Ka inh	WRN helicase inh	Abeta rescue	EPAC1 ag	EPAC1 antag
O=C(c1ccc(-n2nc(C(F)(F)F)c3c2CCCC3)cc1)N1CCOCC1	-7%	1.1	-1%	6	-8%	-13%	-18%	-17%
Cc1c(C(=O)OCC(=O)NCCc2ccc(S(N)(=O)=O)cc2)oc2ccccc12	-12%	-0.6	-8%	-1	-4%	-8%	6%	-6%
Cc1cc(-c2nnc(SCC(=O)c3ccc(Cl)cc3)o2)no1	-7%	-2.7	-10%	0	-10%	-10%	0%	22%
CC1(C)CC(=O)C2=C(C1)NC(=O)CC2c1ccccc1F (stereo not drawn)	-11%	-2.1	-20%	-5	-28%[57.1 µM]	-3%	-2%	-3%
Nc1nc(=O)n(C2CC(O)C(CO)O2)cc1F (stereo not drawn)	3%	-3.5	.	4	3%	-8%	2%	7%
O=C(O)[C@H](Cc1ccccc1)N1Cc2ccccc2C1=O	-3%	-2.3	-15%	0	5%	-8%	-2%	-13%
COc1cc(/C=N\NC(=O)c2ccc(=O)[nH]n2)cc(OC)c1OC	1%	0.1	-16%	1	-1%	-5%	-10%	-4%
COC(=O)c1nnn(CC(=O)Nc2cccc(Cl)c2)c1C(=O)OC	-3%	0.9	39%	1	-5%	15%	0%	1%
CCN1CCCC1CNC(=O)C(=O)NCCc1ccc(OC)c(OC)c1 (stereo not drawn)	2%	1.0	-2%	-1	5%	2%	4%	?
CCN(CC(=O)NCc1cccs1)C(=O)c1ccc(S(=O)(=O)Nc2ccccc2Cl)cc1	-13%	0.3	16%	-6	-1%	6%	5%	2%
CC(=O)Nc1ccc2nc(NC(=O)COc3ccc(C)cc3)sc2c1	-11%	0.6	28%	-8	?	12%	5%	-4%
C[C@H](CO)N1C[C@H](C)[C@H](CN(C)C(=O)c2ccc(N3CCN(C)CC3)cc2)OCc2cnnn2CCCC1=O	-15%	2.1	-27%	3	3%	-7%	6%	10%
Cc1ccc(-c2nc(C=Nc3cccc(C)c3)c(O)o2)cc1	11%	-2.5	-3%	4	0%	-4%	3%	-3%
CCN1CCN(c2ccc(S(=O)(=O)N3CCOCC3)cc2NC(=O)/C=C/c2ccc([N+](=O)[O-])cc2)CC1	-2%	0.0	44%	0	-14%	-15%	2%	7%
COc1ccccc1/C=C(/C(=O)OCC(=O)Nc1ccccc1C(C)C)c1ccccc1	-16%	-3.4	?	19	-3%	1%	-1%	-7%
COC(=O)c1ccc(N2C(=O)C3C4C=CC(CC4)C3C2=O)cc1 (stereo not drawn)	10%	-1.1	-4%	4	-8%	17%	2%	4%
N#Cc1ccc(-c2ccc(Cl)cc2)nc1SCC(=O)c1cccc(Cl)c1	-13%	0.0	5%	-6	2%	10%	-1%	-7%
CC1(c2nnc(-c3ccc(Cl)cc3)o2)CC(c2cccc(Cl)c2)=NO1 (stereo not drawn)	-8%	1.3	20%	0	-2%	-9%	7%	-2%
CCC(CC)CN1CCC(CN2C(=O)C(=O)NC[C@@H]2CC(C)C)CC1	-3%	1.7	-9%	3	-8%	-7%	8%	0%
Cc1ccc(-c2nn(-c3ccccc3)cc2CN(Cc2ccccc2)C(=O)c2ccco2)o1	-30%	-3.0	26%	-2	-14%	1%	2%	6%
CCc1[nH]nc2c1C1(C(=O)N(Cc3ccccc3)c3ccccc31)C(C#N)=C(N)O2 (stereo not drawn)	-3%	1.9	9%	.	-16%	2%	10%	-2%
COc1ccc(C2CC(=O)C=C(NCc3ccc4c(c3)OCO4)C2)cc1 (stereo not drawn)	4%	0.1	16%	2	-4%	8%	-2%	-5%
COc1ccc(C(=O)N=C2SC3CS(=O)(=O)CC3N2c2ccccc2)cc1OC (stereo not drawn)	-14%	-2.7	17%	1	4%	3%	5%	-1%
COc1ccc(-n2nc(C(=O)NCC(=O)Nc3ccccn3)c3ccccc3c2=O)cc1Cl	-1%	-1.1	0%	8	-7%	12%	2%	-13%
OCCNc1nc(Nc2cccc(O)c2)nc2ccccc12	-7%	-1.6	35%	0	-8%	-15%	11%	6%
O=C(N/N=C/c1cccnc1)c1ccc(CN2c3cccc4cccc(c34)S2(=O)=O)cc1	4%	-2.4	?	-8	1%[57.1 µM]	15%	8%	-25%
COc1cccc(CNC(=O)N[C@@H](CC(C)C)C(=O)O)c1	2%	-0.5	-27%	-1	16%	19%	0%	11%
CCN1CCCC1CNC(=O)c1cc2ccc(OC)cc2[nH]1 (stereo not drawn)	-15%	1.6	40%	0	-13%[57.1 µM]	-3%	-10%	21%
Cc1cccc(N2C(=O)CC(n3ccnc3)C2=O)c1C (stereo not drawn)	-1%	-0.4	-3%	3	-2%	-2%	2%	3%
CCCCC[C@H](C)N1C[C@@H](COCc2ccccc2)Oc2cc(N3CCC[C@@H]3CO)ccc2S1(=O)=O	-7%	0.6	14%	12	4%	5%	1%	10%

An excerpt from above in order of SMILES length, descending.
Molecule	PLK1 PBD inh	IL2 activator	FUS suppressor	PI5P4Ka inh	WRN helicase inh	Abeta rescue	EPAC1 ag	EPAC1 antag
O=C(N/N=C/c1cccnc1)c1ccc(CN2c3cccc4cccc(c34)S2(=O)=O)cc1	4%	-2.4	?	-8	1%[57.1 µM]	15%	8%	-25%
COc1ccc(C(=O)N=C2SC3CS(=O)(=O)CC3N2c2ccccc2)cc1OC (stereo not drawn)	-14%	-2.7	17%	1	4%	3%	5%	-1%
Cc1cccc(N2C(=O)CC(n3ccnc3)C2=O)c1C (stereo not drawn)	-1%	-0.4	-3%	3	-2%	-2%	2%	3%

The list continues.
Molecule	PLK1 PBD inh	IL2 activator	FUS suppressor	PI5P4Ka inh	WRN helicase inh	Abeta rescue	EPAC1 ag	EPAC1 antag
O=C(NCC[C@@H]1CC[C@@H](NC(=O)c2cnccn2)[C@@H](CO)O1)c1ccc2c(c1)OCO2	0%	-0.3	1%	2	5%	2%	5%	3%
O=C1NC(=S)N(C(=O)c2ccc(F)cc2)/C1=C/c1cccnc1	-19%	-3.6	11%	-16	?	-3%	11%	-1%
CN(C)S(=O)(=O)c1ccc(SCC(=O)N2CC(=O)Nc3ccccc32)nc1	-13%	-0.6	.	-14	-10%	-4%	-1%	-13%
COc1ccc(CC(=O)NCC(=O)N/N=C/c2ccco2)cc1	1%	-2.5	.	-19	3%	3%	0%	15%
COc1ccc(OC)c(C(=O)NC(CC(N)=O)c2ccc(N3CCN(c4ccccn4)CC3)c([N+](=O)[O-])c2)c1 (stereo not drawn)	2%	-0.3	-19%	5	-8%	-13%	-2%	1%
O=C(NCCc1nnc2ccccn12)c1cccs1	-4%	0.4	-30%	-1	-1%	-30%[inhibitor]	-4%	-15%
CN1CCN(C/C(=C2/N=C(c3ccccc3)OC2=O)N(C)C)CC1	-1%	-0.4	24%	.	1%	15%	-11%	7%
Cc1ccc(OCC(=O)N2CCN(C(=O)CCC3CCCC3)CC2)cc1	0%	-0.1	17%	14	1%	24%	-4%	7%
O=C(NCC1COc2ccccc2O1)Nc1ccccc1F (stereo not drawn)	-9%	-1.6	17%	1	-5%	2%	8%	-11%
CC1C(=O)Nc2ccc(S(=O)(=O)N3CCN(c4cccc(C(F)(F)F)c4)CC3)cc2NC1=O (stereo not drawn)	-25%	-3.6	14%	-1	-8%[11.6 µM]	-4%	0%	-7%
CC(C)C1=NN(C(=O)c2cccnc2)C(O)(C(F)(F)F)C1 (stereo not drawn)	-4%	0.3	-3%	.	1%	7%	0%	16%
CCN(CC)C1Oc2cc3c(cc2C(c2cc(OC)c(OC)c(OC)c2)C1C)OCO3 (stereo not drawn)	-3%	0.0	.	-1	1%	6%	-1%	7%
CCOC(=O)C1C(=O)CC(C)(O)C(C(=O)OCC)C1c1ccc(Br)cc1 (stereo not drawn)	-6%	0.9	14%	-1	11%	0%	-3%	16%
O=[N+]([O-])c1cc(C(F)(F)F)cc([N+](=O)[O-])c1NCCNC(=S)Nc1ccc(Cl)c(Cl)c1	4%	-5.2	5%	3	-2%	5%	-1%	-9%
CCOc1ccccc1C(=O)Nc1ccc(S(=O)(=O)Nc2nccc(C)n2)cc1	-14%	-2.0	-8%	6	-1%	-1%	3%	1%
COc1ccc(C(=O)Nc2ccc3ncccc3c2)cc1	-10%	-0.2	20%	3	2%	7%	5%	-19%
Cc1ccc(CNC(=O)c2cc3c(=O)n(C)c4ccccc4c3n2C)cc1	-5%	-0.9	-17%	-4	-3%	8%	11%	6%
O=C(OCC(=O)N1CCN(c2ccccc2)CC1)c1cccc(Cl)c1	-9%	-0.6	?	1	0%	3%	16%	0%
COc1ccc(C(=O)CC(=O)C(=O)Nc2ccccc2OC)cc1	-3%	-1.7	1%	7	2%	-4%	3%	-1%
O=S(=O)(/N=C(/NNS(=O)(=O)c1ccccc1)c1ccccc1)c1ccccc1	5%	-0.2	-8%	-1	0%	8%	-15%	-2%
Cc1cccc(OCC(=O)Nc2nnc(S(=O)(=O)N3CCCCCC3)s2)c1	-6%	-1.2	-17%&-3%	-10	-2%	5%&-2%	-9%	7%
Cc1ccc(C2C(C(=O)O)c3ccccc3C(=O)N2C)o1 (stereo not drawn)	-2%	1.5	-19%	.	-4%	2%	-3%	3%
COc1ccc(C(=O)Nc2ccc(S(=O)(=O)Nc3onc(C)c3C)cc2)cc1	0%	1.3	4%	-5	-6%[57.1 µM]	-4%	-2%	18%
NCCCC[C@H](NC(=O)C1CCNCC1)c1nnc([C@@H](N)CO)o1	-2%	-0.5	2%	21	8%	-6%	4%	8%
Cc1ccc(OCCSc2nc(N)cc(N)n2)cc1	-4%	1.1	15%	-4	-18%	-5%	5%	-21%
O=C(CSc1nnc(CNC(=O)c2ccccc2F)o1)NCc1ccco1	-9%	-3.1	11%	-12	-8%	8%	1%	9%
CC1CCN(C(=O)CNC(=O)Cc2ccccc2)CC1	-9%	-0.1	-7%	0	-2%	-21%	5%	-1%
CNC(=O)C(=O)Nc1cc2c3c(c1)CCN3C(=O)CC2	-2%	-0.7	26%	0	1%[57.1 µM]	-14%	-10%	15%
Cc1ccccc1C1c2[nH]c3ccccc3c2CCN1C(=O)c1ccc(=O)n(C)n1 (stereo not drawn)	-2%	-0.2	22%	-1	-3%	3%	4%	6%
Cc1ccc(OCCNC(=O)[C@H]2O[C@@H](n3ccc(=O)[nH]c3=O)[C@H](O)[C@@H]2O)cc1C	2%	-0.4	-17%	7	-5%	-13%	5%	7%
